ABCG2 block: human ABCG2 inhibition, ABCB1 as counter-screen | 190,000 tested, 0.1% active | inhibition, % at 6.6 µM | Q9UNQ0 | IgMXP3 cells, JC-1 efflux, flow cytometry;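 active = inhibition above 80%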;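 note: 0% = DMSO and 100% = nicardipine control wells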
Target sequence (Q9UNQ0 whole entry, looked up): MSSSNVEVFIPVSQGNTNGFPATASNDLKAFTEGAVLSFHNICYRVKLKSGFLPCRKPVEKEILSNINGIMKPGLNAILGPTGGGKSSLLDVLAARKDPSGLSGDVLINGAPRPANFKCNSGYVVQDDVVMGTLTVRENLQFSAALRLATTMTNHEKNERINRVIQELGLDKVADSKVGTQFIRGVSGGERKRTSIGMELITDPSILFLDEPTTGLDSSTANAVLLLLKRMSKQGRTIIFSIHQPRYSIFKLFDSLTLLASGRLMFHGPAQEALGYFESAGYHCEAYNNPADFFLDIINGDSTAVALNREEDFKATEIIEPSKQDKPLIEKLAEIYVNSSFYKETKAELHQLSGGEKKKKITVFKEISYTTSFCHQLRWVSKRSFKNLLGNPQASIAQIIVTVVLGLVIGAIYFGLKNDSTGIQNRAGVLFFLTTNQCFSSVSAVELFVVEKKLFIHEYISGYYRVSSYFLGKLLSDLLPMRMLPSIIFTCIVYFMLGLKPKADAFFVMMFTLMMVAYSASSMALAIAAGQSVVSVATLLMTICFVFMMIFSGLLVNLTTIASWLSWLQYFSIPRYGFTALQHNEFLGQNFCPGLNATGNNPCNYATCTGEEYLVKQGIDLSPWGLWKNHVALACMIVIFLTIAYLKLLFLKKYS
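Test system: IgMXP3 (ABCG2) plus far-red-tagged CCRF-Adr (ABCB1) cells. Reagent: JC-1 dye as substrate. Timing: 10 min exposure at 25 °C with rotation, no wash. Measured by: flow cytometric JC-1 green MFI at 530 nm. Read-out: percent efflux inhibition, scaled nicardipine 100% to DMSO 0%. Control set: nicardipine and DMSO wells.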
ABCB1 inh: inhibitors of human ABCB1 transporter, ABCG2 counter-screen; P08183; CCRF-Adr cells, JC-1 efflux, flow cytometry; inhibition, % at 6.6 µM; 190,000 tested, 0.067% active; AID 1326; in the data active = inhibition above about 40%;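 note: 0% = vehicle and 100% = reference inhibitor; higher value means more JC-1 retained so stronger ABCB1 efflux block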
RGS7-Gao reg: regulators of human RGS7-Galphao interaction. P09471. Multiplexed bead flow cytometry, RGS7-Galphao binding; actives lie on both sides. binding response (% of control), % at 10 µM. 220,000 tested, 0.35% active. AID 1439; in the data active = binding response below about 49% or above about 150%; inconclusive = no clear call, values can overlap the other calls; inactive = in between;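 note: fluorescent Galphao held in activated GDP-AlF4 state binding bead-coupled RGS7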
Pf gametocyte: kills late stage P. falciparum gametocytes | P. falciparum stage V gametocytes, ATP luminescence, 24 h | inhibition, % at 10.9 µM | 150,000 tested, 0.065% active | AID 743093;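 active = inhibition above the mean plus 3 SD of compounds within the control limits, set per campaign, cut at about 38% in these data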;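 note: 0% = DMSO wells and 100% = medium only without gametocytes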
RGS4-Gao reg: modulates binding of RGS4 to human Galphao | P09471 | Multiplexed bead flow cytometry; actives lie on both sides | binding response (% of control), % at 10 µM | 220,000 tested, 0.33% active | AID 1415; in the data active = binding response below about 49% or above about 150%; inactive = in between;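 note: fluorescent Galphao activated with aluminum fluoride binding bead-coupled RGS4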
Bim-Mcl-1: inhibitors of Bim-Mcl-1 interaction, human. 190,000 tested, 0.1% active. inhibition, % at 10 µM. Q07820. AID 1009. Bead-based flow cytometry, Bim peptide-Mcl-1 binding; in the data active = inhibition above about 40%;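 note: 0% = no compound tracer wells and 100% = peptide blocker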
Target sequence (Q07820 whole entry, looked up): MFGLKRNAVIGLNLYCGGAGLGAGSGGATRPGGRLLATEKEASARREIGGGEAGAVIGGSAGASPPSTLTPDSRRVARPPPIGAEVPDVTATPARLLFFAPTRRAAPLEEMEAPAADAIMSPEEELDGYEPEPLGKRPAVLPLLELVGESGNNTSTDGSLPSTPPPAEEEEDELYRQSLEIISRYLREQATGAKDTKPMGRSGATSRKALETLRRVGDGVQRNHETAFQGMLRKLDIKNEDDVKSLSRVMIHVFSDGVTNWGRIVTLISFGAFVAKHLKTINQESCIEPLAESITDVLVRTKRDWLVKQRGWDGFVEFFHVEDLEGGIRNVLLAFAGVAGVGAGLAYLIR
RGS8-Gao: human RGS8-Galphao interaction regulation. P09471. multiplexed bead flow cytometry, RGS8-Galphao binding; actives lie on both sides. response (percent of control binding), % at 10 µM. 220,000 tested, 0.34% active. AID 1423; in the data active = response below about 60% or above about 140%; inactive = in between;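 note: Galphao activated as the GDP aluminium fluoride complex binding bead-coupled RGS8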
Mcl1-Noxa inh: disrupts binding of human Mcl-1 to Noxa peptide; 220,000 tested, 1.5% active; Q07820; inhibition, % at 21.7 µM; TR-FRET Mcl-1/Noxa peptide binding, 2 h;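 active = compounds that cut the protein-peptide binding signal by more than 50% relative to plate controls in a single-dose test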;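 note: His-tagged Mcl-1 with rhodamine Noxa BH3 peptide and terbium anti-His antibody; 0% = Mcl-1 plus Noxa peptide wells and 100% = peptide-only wells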
Avidin fluor: compound fluoresces at 488/530 nm on avidin beads; compound fluorescence 488/530 nm, flow cytometry; stronger effect = higher value; fluorescence (KMESF) at 10 µM; 220,000 tested, 0.38% active; in the data active = fluorescence above about 47; note: inactives centre near 10
Mcl1-Bid inh: Mcl-1/Bid interaction inhibition | AID 1021 | inhibition, % at 21.7 µM | Q07820 | TR-FRET Mcl-1/Bid-Dy647 peptide binding, 1536-well | 220,000 tested, 0.97% active;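 active = compounds that cut the binding signal by more than half at the single screening dose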;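 note: His-tagged Mcl-1 with europium anti-His antibody binding Bid BH3 peptide; 0% = Mcl-1 plus peptide wells and 100% = peptide-only wells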
GSH bead fluor: GSH bead compound fluorescence profile; 190,000 tested, 0.25% active; GSH beads flow cytometry, compound fluorescence 488/530 nm; stronger effect = higher value; AID 1776; fluorescence (KMESF) at 10 µM; in the data active = fluorescence above about 89;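 note: glutathione beads carrying GST-tagged Bcl family fusion proteins plus one bare bead set; values are compound well signal with DMSO vehicle wells as background; inactives centre near 16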
Starred values were filed as active, the others as inactive; ? = inconclusive; . = no result given.

The first 2 compounds (preview)
item | SMILES | Bim-Mcl-1 | RGS4-Gao reg | ABCG2 block | Mcl1-Noxa inh | Pf gametocyte | RGS7-Gao reg | Avidin fluor | RGS8-Gao | GSH bead fluor | ABCB1 inh | Mcl1-Bid inh
1 | Cc1cc(=O)nc2c3ccccc3n(C(C)C(=O)Nc3cc(F)ccc3F)n12 (centres undefined) | . | 103 | . | -1 | -3 | ? | 8 | 102 | . | . | -13
2 | CCCNC(=O)c1ccccc1NC(=O)c1ccc(CSc2ccccc2)cc1 | -3 | 101 | 8 | 19 | . | 101 | 7 | 97 | 32 | 1.0 | -3

The whole of this part, from the first entry:
item | SMILES | Bim-Mcl-1 | RGS4-Gao reg | ABCG2 block | Mcl1-Noxa inh | Pf gametocyte | RGS7-Gao reg | Avidin fluor | RGS8-Gao | GSH bead fluor | ABCB1 inh | Mcl1-Bid inh
1 | Cc1cc(=O)nc2c3ccccc3n(C(C)C(=O)Nc3cc(F)ccc3F)n12 (centres undefined) | . | 103 | . | -1 | -3 | ? | 8 | 102 | . | . | -13
2 | CCCNC(=O)c1ccccc1NC(=O)c1ccc(CSc2ccccc2)cc1 | -3 | 101 | 8 | 19 | . | 101 | 7 | 97 | 32 | 1.0 | -3
3 | Cc1nn(C)c(=O)n1-c1ccc(OCc2ccccc2)cc1 | -3 | 105 | 2 | 16 | . | 103 | 38 | 102 | 13 | 0.6 | -16
4 | CC(=O)N/C(=C\c1ccccc1)C(=O)N1CCOCC1 | 0 | 103 | 4 | -1 | 6 | 116 | 24 | 101 | 14 | 2.0 | -20
5 | Cc1ccc(C(=O)COC(=O)CCC(=O)NC2CCCCC2)cc1[N+](=O)[O-] | 2 | 103 | 5 | -14 | -7 | 103 | 11 | 102 | 22 | 0.9 | 1
6 | O=C1CCCN2N=C(SCC(=O)Nc3nccs3)SC2=N1 | 0 | 102 | 0 | 12 | 0 | 100 | 11 | 103 | 10 | -1.2 | -18
7 | Cc1ccc(S(=O)(=O)N2CCCC(C(=O)NCc3cccnc3)C2)cc1Cl (centres undefined) | -6 | 98 | -3 | -6 | -2 | 96 | 15 | 100 | 36 | 0.1 | -4
8 | COc1ccc(NC(=O)CC(NCCc2ccccc2)C(=O)O)c(OC)c1 (centres undefined) | -8 | 99 | 1 | -1 | -3 | 99 | 23 | 101 | 13 | 0.1 | -14
9 | CC1=C(C(=O)OCc2ccccc2)C(c2ccc(C#N)cc2)NC(=O)N1CCCC(=O)O (centres undefined) | 0 | 100 | -5 | 9 | 17 | 100 | 10 | 101 | 16 | 0.6 | 4
10 | Cc1onc(-c2ccccc2Cl)c1C(=O)Nc1nc2c(s1)CCCC2 | 2 | 95 | 11 | -8 | 2 | 91 | 16 | 100 | 28 | 2.6 | -19
11 | CCCC1Cc2[nH]c(=O)c(C#N)cc2CO1 (centres undefined) | . | 100 | . | 20 | -15 | ? | 7 | 99 | . | . | 6
12 | COc1ccc(N2CCN(C(=O)C(Cc3ccccc3)n3cccc3)CC2)cc1 (centres undefined) | -3 | 102 | 3 | -10 | . | 100 | 7 | 103 | 14 | 0.9 | -34
13 | COc1cc(C)nc(SCC(N)=O)n1 | -3 | 96 | 6 | 4 | . | 100 | 5 | 99 | 41 | 0.8 | 8
14 | Cc1nn(C)cc1CN(C)Cc1c(C(=O)N(C)Cc2ccccc2)nc2ccccn12 | 1 | 101 | 0 | 4 | -56 | 107 | 15 | 102 | 11 | 0.0 | 2
15 | COc1ccccc1N1CCN(/N=C/C=C\c2ccco2)CC1 | 0 | 98 | 3 | 19 | 1 | 97 | 4 | 98 | 19 | 0.7 | -25
16 | N/C(=N\OC(=O)c1ccc(Cl)cc1Cl)c1ccccc1 | 0 | 98 | 13 | 4 | . | 101 | 11 | 105 | 80 | 1.6 | -14
17 | COc1ccc(N/N=C(\C#N)C(N)=O)cc1 | -7 | 99 | 1 | 39 | -5 | 95 | 14 | 99 | 20 | 0.4 | -40
18 | Cc1cccc(Nc2ncccc2C(=O)O)c1C | 3 | 100 | 2 | 16 | . | 101 | 9 | 99 | 14 | 0.1 | 12
19 | CNC(=O)[C@H](C)[C@@H]1C[C@@]1(C)[C@@H](NC(=O)OCc1ccccc1)c1ccccc1 | 1 | 95 | 14 | 8 | -7 | 95 | 7 | 81 | 17 | 3.4 | -5
20 | COc1cc(-c2nc3ccccc3s2)ccc1O | -2 | 102 | 4 | 45 | . | 95 | 10 | 101 | 15 | 0.3 | 5
21 | O=C(CN1C(=O)CCC1=O)Nc1nc(-c2ccc3ccccc3c2)cs1 | -1 | 99 | 6 | 6 | -17 | 98 | 20 | 101 | 10 | 0.5 | 3
22 | COc1ccccc1CNC(=O)c1ccc(CS(=O)(=O)c2ccccc2OC)o1 | 0 | 91 | 9 | 5 | 14 | 92 | 8 | 92 | 56 | 1.0 | -34
23 | CC12CN(NC(=O)c3ccccc3F)C3(C#N)CC1CCC23C (centres undefined) | 2 | 104 | 7 | 10 | . | 99 | 11 | 105 | 25 | 0.9 | 10
24 | CCOc1ccc(C(=O)NC(=S)NCc2cccnc2)cc1 | -5 | 96 | 1 | 8 | 0 | 96 | 5 | 96 | 9 | 0.5 | -49
25 | CCN(C(=O)CSc1nnc(-c2c[nH]c3ccccc23)o1)C1CCS(=O)(=O)C1 (centres undefined) | -1 | 105 | 1 | 13 | 18 | 104 | 6 | 102 | 12 | 0.1 | -1
26 | CC1(C)N([O-])C2=C(CCCC2)[N+]1=O | 5 | 102 | 0 | 18 | -14 | 97 | 10 | 101 | 17 | 0.1 | -53
27 | CCOC(=O)CNc1nc(Cl)nc(Nc2ccccc2)n1 | 0 | 101 | 1 | -11 | -18 | 97 | 10 | 104 | 10 | 0.0 | -2
28 | CCOC(=O)CSC1=C(C#N)C(c2ccc(OC)cc2)C2=C(CC(C)(C)CC2=O)N1 (centres undefined) | 0 | 101 | 2 | 4 | . | 99 | 31 | 98 | 24 | 0.6 | -17
29 | O=C(Oc1ccc(O)cc1)C12CC3CC(CC(C3)C1)C2 | 0 | 100 | 1 | -15 | 14 | 100 | 9 | 104 | 24 | 0.3 | -61
30 | CCOC(=O)/C(=C/Nc1ccc(F)cc1)[N+](=O)[O-] | . | 98 | . | -12 | -1 | ? | 7 | 101 | . | . | -25
31 | CCS(=O)(=O)c1ccc(NC(=O)c2ccccc2Cl)c(O)c1 | 1 | 91 | 9 | 7 | 13 | 89 | 15 | 97 | 36 | 0.4 | -24
32 | Cc1cc(NC(=O)CSc2ccc(-c3nc4cc(C)c(C)cc4[nH]3)cn2)no1 | -3 | 100 | -1 | 30 | . | 101 | 36 | 102 | 12 | -0.1 | 31
33 | COc1cc(/C=N/Nc2ccc(S(N)(=O)=O)cc2)cc(OC)c1OC | 3 | 101 | 0 | 15 | . | 103 | 25 | 102 | 55 | -0.1 | -29
34 | C/C(=N/OCC(=O)NCCCCCCNC(=O)CO/N=C(/C)c1cccs1)c1cccs1 | -1 | 81 | 5 | -22 | . | 97 | 1 | 91 | 5 | 0.9 | -18
35 | CCOc1ccccc1NC(=O)[C@@H](NC(=O)c1cccc(S(=O)(=O)N2CCOCC2)c1)C(C)C | 0 | 102 | 10 | 9 | 6 | ? | 9 | 99 | 15 | 2.0 | -21
36 | CC1CN(CC(=O)Nc2ccc([N+](=O)[O-])cc2Br)CC(C)O1 (centres undefined) | -4 | 98 | 7 | 5 | -22 | ? | 11 | 98 | 17 | 0.8 | -23
37 | O=C(CC1SCCNC1=O)Nc1ccc(F)c(Cl)c1 (centres undefined) | 1 | 100 | 1 | 1 | 15 | 102 | 8 | 101 | 21 | 0.0 | -94
38 | CC(/C=C/c1ccccc1)=N\NC(=O)CCc1ccccc1 | 4 | 102 | 2 | -19 | -19 | 100 | 11 | 100 | 11 | -0.1 | -21
39 | CC1CN(c2oc(-c3ccco3)nc2C#N)CC(C)O1 (centres undefined) | 3 | 101 | 4 | 9 | . | 101 | 11 | 101 | 12 | 0.2 | -12
40 | CCOC(=O)c1ccc(NS(=O)(=O)c2c(C)n(C)c(=O)n(C)c2=O)cc1 | 0 | 105 | 1 | 38 | . | 100 | 7 | 102 | 23 | 0.9 | -7
41 | O=C(Oc1cccc(Br)c1)c1cccnc1 | 0 | 101 | 1 | 4 | . | 105 | 35 | 98 | 14 | 0.4 | 1
42 | Cc1ccc(OCC(O)Cn2c(N)nc3c2c(=O)n(C)c(=O)n3C)cc1 (centres undefined) | -2 | 103 | 0 | -4 | 8 | 100 | 12 | 102 | 14 | 0.1 | -88
43 | CC(C)(C)C(=O)Nc1ccc(N2CCN(c3ccc(C(F)(F)F)cn3)CC2)nc1 | . | 100 | . | -8 | 14 | ? | 3 | 98 | . | . | -18
44 | O=Cc1cn(-c2ccccc2)nc1-c1cc2c(ccc3ccccc32)oc1=O | -123 | 105 | 13 | 8 | . | 100 | 7 | 104 | 33 | -0.3 | 27
45 | Cc1ccc(NC(=O)CN2C(=O)NC(Cc3c[nH]c4ccccc34)C2=O)cc1S(=O)(=O)N1CCCCC1 (centres undefined) | -1 | 103 | -4 | 16 | 3 | 102 | 5 | 104 | 9 | -1.2 | -90
46 | O=C1/C(=C\c2ccsc2)N2CCC1CC2 | . | 93 | . | 1 | 22 | ? | 9 | 100 | . | . | -29
47 | CC(C)(C)[C@H]1C=C(C(=O)NCc2nc3ccccc3[nH]2)O[C@@H](OCc2ccc(CO)cc2)C1 | . | 81 | . | -6 | 11 | ? | 7 | 92 | . | . | -47
48 | CSCCC(NC(=O)C1CCC(C)CC1)C(=O)N1CCN(c2ccccn2)CC1 (centres undefined) | -2 | 100 | 3 | 2 | 12 | 100 | 19 | 99 | 22 | 3.2 | -97
49 | O=C1CC(N2CCN(C(c3ccccc3)c3ccccc3)CC2)C(=O)N1 (centres undefined) | -5 | 95 | 5 | 7 | . | 95 | 12 | 97 | 31 | 1.0 | -14
50 | CCOC(=O)CNC(=O)/C=C/c1c(Cl)cccc1Cl | 1 | 97 | 8 | -13 | -4 | 96 | 1 | 90 | 5 | 1.4 | 1

(more compounds)
item | SMILES | Bim-Mcl-1 | RGS4-Gao reg | ABCG2 block | Mcl1-Noxa inh | Pf gametocyte | RGS7-Gao reg | Avidin fluor | RGS8-Gao | GSH bead fluor | ABCB1 inh | Mcl1-Bid inh
51 | COC(=O)c1ccc(N2CCN(S(=O)(=O)c3ccc4ccccc4c3)CC2)c([N+](=O)[O-])c1 | 0 | 93 | 0 | -17 | . | 94 | 33 | 96 | 12 | 0.2 | -10
52 | Cc1cc(NC(=O)C2CCCC2)n(-c2nc3ccccc3[nH]2)n1 | -1 | 104 | 4 | -6 | . | 103 | 14 | 103 | 68 | 0.3 | 1
53 | Cc1ccc(C)c(-c2cc(C(=O)NN3CCOCC3)c3ccccc3n2)c1 | 0 | 97 | 1 | 9 | -29 | ? | 8 | 98 | 17 | 0.1 | -3
54 | CCc1cc2c(=O)c(-c3ccon3)c(N)oc2cc1OC | -4 | 101 | 20 | -7 | -13 | 100 | 27 | 102 | 19 | -0.8 | -43
55 | CCc1ccccc1NC(=O)Nc1cccn(Cc2ccc(F)cc2)c1=O | 1 | 99 | 7 | 1 | -2 | 100 | 8 | 103 | 27 | 0.9 | -24
